CAL PDZ FP-1 – CAL PDZ peptide-binding inhibitors, primary screen, biochemical, fluorescence polarization, Cer-tagged CAL PDZ, HTS. purified CAL PDZ, TMR-peptide fluorescence polarization, 1 h. inhibition, % at 20 µM. hit rate 0.02% among 330,000. AID 504414, 2011;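 active = highest replicate inhibition of at least 40%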;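 also: plate controls were DMSO neutral control wells for no effect and unlabeled competitor peptide control wells for full effect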
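System: tagged CAL PDZ domain. Schedule: 1 h room-temperature incubation prior to read. Signal: fluorescence polarization (mP). Measure: percent inhibition from loss of millipolarization.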
Rtt109 Vps75 – inhibitors of C. albicans Rtt109/Vps75 HAT, primary screen, biochemical, ThioGlo CoA-SH fluorescence, plate reader. purified Rtt109/Vps75, 4 h. inhibition, % at 34.9 µM. hit rate 0.16% among 330,000;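 active = inhibition of at least 50% in every replicate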
Target sequence (Q5AAJ8 whole entry, looked up): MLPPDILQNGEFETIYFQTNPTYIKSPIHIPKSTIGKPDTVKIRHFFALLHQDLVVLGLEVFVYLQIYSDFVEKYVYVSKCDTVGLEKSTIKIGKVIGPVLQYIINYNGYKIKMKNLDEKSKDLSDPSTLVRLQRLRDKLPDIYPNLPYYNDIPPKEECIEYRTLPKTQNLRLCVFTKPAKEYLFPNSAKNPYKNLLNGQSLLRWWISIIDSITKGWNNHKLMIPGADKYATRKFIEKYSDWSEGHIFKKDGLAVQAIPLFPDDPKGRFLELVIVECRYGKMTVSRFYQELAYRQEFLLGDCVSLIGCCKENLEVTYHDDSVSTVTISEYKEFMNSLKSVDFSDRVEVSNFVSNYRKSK
SR-BI uptake up – activators of SR-BI mediated DiI-HDL uptake, primary screen, ldlA[mSR-BI] CHO cells, DiI fluorescence; 3 h; 100 = double the neutral-control signal; activation, % at 12.5 µM; hit rate 0.096% among 320,000; AID 504775, 2011;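 active = mean replicate activation of at least 60% and every replicate at or above 60%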;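 also: 0% = median plate neutral-control signal and 100% = twice that signal; values of inactives mirror those of a sister screen read the other way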
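Test system: SR-BI-overexpressing, LDLR-lacking CHO cells; Also added: labelled HDL, 10 µg/mL; Measured by: bottom-read cell fluorescence after medium removal, ex 550/em 595 nm; Timing: 3 h uptake period with compound, 37 °C; Buffer or medium: F12, 0.5% BSA, 25 mM HEPES; Doses: single compound concentration, delivered by pin transfer.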
DAGLB inh – DAGLB lipase inhibitors, primary screen, biochemical, fluorescence, HTS | Diacylglycerol lipase-beta (Homo sapiens), Q8NCG7 | HEK293T DAGLB membrane lysate, EnzChek fluorogenic substrate | inhibition, % at 5.17 µM | hit rate 0.059% among 340,000 | AID 504411, 2011; in the data active = inhibition above about 34%;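 also: 0% = enzyme with vehicle and 100% = wells lacking enzyme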
cardiac RTF act – cardiac RTF calcium sensitivity activators, primary screen, biochemical, IANBD-TnC fluorescence, EC20 calcium. activation, % at 7.2 µM. AID 493008, 2010. IANBD-labeled TnC RTF fluorescence at EC20 calcium; 0% EC20 calcium, 100% full calcium. hit rate 0.24% among 340,000;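 active = activation above the mean over all tested compounds plus 3 SD, cut at about 30% in these data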;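 also: rise in fluorescence read as greater calcium sensitivity of cardiac thin filaments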
Cardiac RTF inh – cardiac RTF calcium sensitivity inhibitors, primary screen, biochemical, IANBD-TnC fluorescence, EC70 calcium | hit rate 0.12% among 340,000 | inhibition, % at 7.15 µM | Troponin I, cardiac muscle (Homo sapiens) + Troponin T, cardiac muscle (Homo sapiens) + … | IANBD-labeled cardiac RTF, Ca2+ fluorescence | AID 493244, 2011;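 active = inhibition above the mean inhibition of all tested compounds plus 3 SD, cut at about 17% in these data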;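 also: assay run at fixed EC70 calcium of 1.6 mM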
PKA-R2B act – activators of PKA-R2B holoenzyme, primary screen, biochemical, fluorescence polarization, Cy5-IP20, human | cAMP-dependent protein kinase catalytic subunit beta (Homo sapiens) + cAMP-dependent … | PKA-R2B holoenzyme dissociation; R2B truncated from residue 108, S112A mutant; 0% DMSO only, 100% 113 µM cGMP | activation, % at 11.4 µM | hit rate 0.079% among 340,000;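 active = activation above a cutoff set at the mean over all compounds plus 3 SD, cut at about 18% in these data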;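 also: higher means more holoenzyme dissociation and a rise in polarization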
Keap1-Nrf2 PPI – Keap1-Nrf2 protein-protein interaction inhibitors, primary screen, biochemical, fluorescence polarization, single point; Keap1 Kelch-Nrf2 peptide fluorescence polarization, 1536-well; inhibition, % at 9.4 µM; hit rate 0.15% among 340,000; AID 504523, 2011; in the data active = inhibition above about 12%;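 also: human Keap1 Kelch domain with fluorescein labeled Nrf2 9mer peptide probe; 0% = neutral control wells and 100% = peptide positive control; higher means more block of Keap1 binding to Nrf2 peptide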
Target sequence (Q14145 whole entry, looked up, the tested form may be a part): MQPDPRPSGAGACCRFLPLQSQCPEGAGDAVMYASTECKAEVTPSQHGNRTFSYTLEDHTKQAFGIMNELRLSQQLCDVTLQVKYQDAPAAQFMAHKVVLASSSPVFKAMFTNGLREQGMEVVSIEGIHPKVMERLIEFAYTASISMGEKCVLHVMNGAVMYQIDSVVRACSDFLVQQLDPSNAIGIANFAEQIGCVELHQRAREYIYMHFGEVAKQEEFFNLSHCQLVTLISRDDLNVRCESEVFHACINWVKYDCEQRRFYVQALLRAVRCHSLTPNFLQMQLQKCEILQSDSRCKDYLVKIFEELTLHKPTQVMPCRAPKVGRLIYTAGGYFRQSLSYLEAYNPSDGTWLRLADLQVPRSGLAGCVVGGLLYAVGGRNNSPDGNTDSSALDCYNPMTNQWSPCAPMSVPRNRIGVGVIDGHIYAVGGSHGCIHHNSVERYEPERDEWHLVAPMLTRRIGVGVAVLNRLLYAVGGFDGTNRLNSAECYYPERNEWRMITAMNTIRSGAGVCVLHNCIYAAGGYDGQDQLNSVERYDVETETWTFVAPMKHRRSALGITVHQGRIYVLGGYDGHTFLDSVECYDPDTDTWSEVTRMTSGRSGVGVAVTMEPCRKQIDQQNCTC
CAL PDZ FP-2 – untagged CAL PDZ binding inhibitors, primary screen, biochemical, fluorescence polarization, HTS; hit rate 0.92% among 300,000; purified CAL PDZ, TMR-peptide fluorescence polarization, 1 h; inhibition, % at 24.9 µM; AID 602252, 2012;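 active = mean inhibition of at least 30% with at least half of replicates also reaching 30%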;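 also: 0% = DMSO neutral control and 100% = excess unlabeled competitor peptide PRC23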
C-LANA FP – inhibitors of KSHV C-LANA binding to DNA, primary screen, biochemical, fluorescence polarization, FAM-LBS DNA, MBP-C-LANA, single point | Kaposi's sarcoma herpesvirus LANA C-terminal domain (residues 932-1162) DNA binding | inhibition, % at 9 µM | hit rate 0.078% among 340,000 | AID 504423, 2011;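 active = highest replicate inhibition at or above 60% at 9 µM, even if other replicates fall short; inactive = all replicates below 60% inhibition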;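 also: 0% = neutral control wells and 100% = 4 µM acridine orange control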
An asterisk follows results filed as active; / = no result given.

SMILES	CAL PDZ FP-1	Rtt109 Vps75	SR-BI uptake up	DAGLB inh	cardiac RTF act	Cardiac RTF inh	PKA-R2B act	Keap1-Nrf2 PPI	CAL PDZ FP-2	C-LANA FP
CCn1c(CNC(=O)c2cccc(C)c2)nnc1SCC(=O)NC1CCCCC1C (centres undefined)	-2.1	15	-5	6	1	1	-5	-3	0	-0.6
c1coc(CN=C2NC(=NCc3ccco3)c3ccccc32)c1	-0.5	2	-5	-4	5	-2	-9	-2	-3	4.2
CCNc1nc(NCC)n2c(SCC(=O)Nc3c(C)cccc3C)nnc2n1	-1.8	-11	-9	4	-6	-10	-1	-1	-2	1.6
CCC(=O)Nc1ccc(OC)cc1OC	-0.5	-3	5	4	-2	-4	8	3	8	0.0
COc1ccccc1C(=O)NC1CCSc2ccccc21 (centres undefined)	-1.1	1	-6	-3	-5	-2	8	-2	0	-2.1
COc1ccc(C(=O)N2CCCC(C(=O)N3CCCCCC3)C2)cc1 (centres undefined)	-0.1	-16	23	-2	1	-4	-3	-3	/	-0.9
CC1(C)Cc2cccc(OCC(=O)OCC(=O)c3ccccc3)c2O1	-0.7	24	26	-3	-3	2	-6	-6	-3	-1.9
CC(=O)N1c2ccccc2C2(O)N=C(C)SC12 (centres undefined)	-0.9	-2	16	-3	-2	-3	-8	-4	-2	-1.0
O=C(Nc1ccccn1)c1ccc(Br)s1	-1.9	-8	2	1	3	-8	-2	-7	-17	-4.2
CN(C)C(CNC(=O)CCC(=O)c1ccc(Br)cc1)c1ccccc1 (centres undefined)	/	5	14	-1	5	-1	-5	-2	-5	-0.4
c1cc2c3c(cccc3c1)-c1cnccc1-2	-0.5	6	8	1	-3	-6	-2	-4	4	-1.2
COc1ccc(N2CCN(C(c3cccs3)C(C)NS(C)(=O)=O)CC2)cc1 (centres undefined)	-1.2	0	5	2	0	-8	-6	6	-3	-2.5
Cc1sc(NC(=O)c2ccco2)c(CN2CCN(Cc3ccccc3)CC2)c1C	0.0	-9	-64	-8	10	-3	0	0	9	-0.5
Nc1nc(NCCO)nc(N2CCCCCC2)c1[N+](=O)[O-]	-2.5	/	11	1	-4	-8	4	-3	2	-3.9
N#Cc1ccc(NC(=O)Cn2cnc([N+](=O)[O-])c2)cc1	-0.2	-2	20	0	1	-7	-1	-1	-5	-0.9
CCCCNC(=O)Nc1ncn[nH]1	0.8	-27	12	0	-5	-6	-5	-2	-2	4.5
CCCCCCN1C=CC(=C2C(=O)c3ccccc3C2=O)C=C1	0.7	15	-32	1	9	-9	4	1	/	3.6
CC(NC(=O)CNC(=O)C1CCCCC1)c1cccc(Cl)c1 (centres undefined)	-1.9	-1	/	1	-3	-1	0	-1	-3	1.7
Cc1cc(C)c(NC(=O)CSc2ccc3nnc(CCNC(=O)c4ccccc4)n3n2)c(C)c1	-1.9	-2	29	1	1	0	6	-4	1	0.7
CCOc1ccccc1CNC(=O)CCCn1ccc2cc(S(=O)(=O)N3CCCC3)ccc21	-1.7	2	-30	-3	7	-6	-6	-6	2	-0.7
CCOC(=O)N1CCN(c2c(NCCCN(CC)Cc3ccccc3)c(=O)c2=O)CC1	-0.1	-3	3	-2	-2	-6	-6	2	-3	-2.0
C=CCCC(=O)N1CCC(CCC(=O)NC2CC2)CC1	-2.3	1	30	1	6	2	2	-1	1	0.6
O=C1N/C(=N\S(=O)(=O)Cc2ccccc2)S/C1=C/c1cc([N+](=O)[O-])ccc1O	-2.5	/	/	17	1	-7	-5	-7	-3	-3.6
Cc1nn(C)cc1CNCc1ccc(OCC(O)CN(C)Cc2ccccc2)cc1 (centres undefined)	-2.6	6	24	3	-5	0	-1	-5	-2	2.5
CCOc1ccccc1N(C)C(=O)c1cn(C)c(=O)c2ccccc12	0.4	-13	7	1	1	-5	-4	6	0	1.3
O=C(OCCn1cncn1)c1cc2ccccc2oc1=O	-0.4	1	17	-1	-5	-17	12	1	-1	0.0
Cc1csc(NC(=O)CCN2C(=O)c3ccccc3S2(=O)=O)n1	-1.0	8	3	1	0	-3	1	-5	-6	-2.8
O=C(c1cccc(Br)c1)N1CCCC1	-1.9	0	15	-2	-3	-1	5	1	/	1.7
COc1ccccc1CNC(=O)c1cc2sccc2n1C	/	3	-32	1	6	-6	2	-6	7	0.6
FC(F)(F)c1cccnc1N1CCN(c2ncnc3nc[nH]c23)CC1	-1.5	-4	4	3	0	-4	-10	1	/	-0.4
CC(NS(=O)(=O)c1ccccc1)C1CC2CCC1C2 (centres undefined)	-0.4	9	25	-5	3	2	6	-2	0	0.3
Cc1cccc(-c2nc3cc([N+](=O)[O-])ccc3o2)c1	-0.2	6	9	-2	-3	9	10	-2	3	-0.7
CCOC(=O)C1CCN(C(=O)C2CCN(c3ncnc4c3nc3n4CCCCC3)CC2)CC1	-2.3	23	-6	-1	-3	2	-6	2	-23	-0.1
CCN(CC)CCCNc1nnc(C)c(=O)[nH]1	-0.5	8	22	-1	-5	2	1	-5	-1	-1.0
COc1ccc(-n2nc(C(=O)NCC(=O)N3CCCCCC3)c3ccccc3c2=O)cc1	-0.6	0	/	-1	0	-9	-1	-5	2	-0.5
N/C(Cc1ccc(Cl)cc1Cl)=N\OC(=O)Cc1ccccc1	-0.3	-2	26	-8	3	1	-5	-1	-1	-0.6
Cc1cccc(NC(=O)CC2C(=O)NCCN2C(=O)Nc2ccc(Cl)cc2)c1 (centres undefined)	-3.8	4	-23	3	-1	3	-10	-3	-6	1.7
COc1cccc2sc(NNC(=O)COc3ccccc3)nc12	-0.6	11	15	-1	-2	-8	3	0	/	-0.7
COc1cc(NC(=O)CSc2ncnc3sc4c(c23)CCC(C)C4)c(C(=O)O)cc1OC (centres undefined)	-1.5	2	1	1	1	-17	-17	-8	-4	-0.9
Cc1ccc(Cn2ccc(NC(=O)c3nn(C)cc3[N+](=O)[O-])n2)cc1	-0.8	-1	21	-1	-3	6	1	-3	2	0.7

Reformatted in markdown: twelve of the compounds above
| SMILES | CAL PDZ FP-1 | Rtt109 Vps75 | SR-BI uptake up | DAGLB inh | cardiac RTF act | Cardiac RTF inh | PKA-R2B act | Keap1-Nrf2 PPI | CAL PDZ FP-2 | C-LANA FP |
| --- | --- | --- | --- | --- | --- | --- | --- | --- | --- | --- |
| COc1ccccc1CNC(=O)c1cc2sccc2n1C | / | 3 | -32 | 1 | 6 | -6 | 2 | -6 | 7 | 0.6 |
| FC(F)(F)c1cccnc1N1CCN(c2ncnc3nc[nH]c23)CC1 | -1.5 | -4 | 4 | 3 | 0 | -4 | -10 | 1 | / | -0.4 |
| CC(NS(=O)(=O)c1ccccc1)C1CC2CCC1C2 (centres undefined) | -0.4 | 9 | 25 | -5 | 3 | 2 | 6 | -2 | 0 | 0.3 |
| Cc1cccc(-c2nc3cc([N+](=O)[O-])ccc3o2)c1 | -0.2 | 6 | 9 | -2 | -3 | 9 | 10 | -2 | 3 | -0.7 |
| CCOC(=O)C1CCN(C(=O)C2CCN(c3ncnc4c3nc3n4CCCCC3)CC2)CC1 | -2.3 | 23 | -6 | -1 | -3 | 2 | -6 | 2 | -23 | -0.1 |
| CCN(CC)CCCNc1nnc(C)c(=O)[nH]1 | -0.5 | 8 | 22 | -1 | -5 | 2 | 1 | -5 | -1 | -1.0 |
| COc1ccc(-n2nc(C(=O)NCC(=O)N3CCCCCC3)c3ccccc3c2=O)cc1 | -0.6 | 0 | / | -1 | 0 | -9 | -1 | -5 | 2 | -0.5 |
| N/C(Cc1ccc(Cl)cc1Cl)=N\OC(=O)Cc1ccccc1 | -0.3 | -2 | 26 | -8 | 3 | 1 | -5 | -1 | -1 | -0.6 |
| Cc1cccc(NC(=O)CC2C(=O)NCCN2C(=O)Nc2ccc(Cl)cc2)c1 (centres undefined) | -3.8 | 4 | -23 | 3 | -1 | 3 | -10 | -3 | -6 | 1.7 |
| COc1cccc2sc(NNC(=O)COc3ccccc3)nc12 | -0.6 | 11 | 15 | -1 | -2 | -8 | 3 | 0 | / | -0.7 |
| COc1cc(NC(=O)CSc2ncnc3sc4c(c23)CCC(C)C4)c(C(=O)O)cc1OC (centres undefined) | -1.5 | 2 | 1 | 1 | 1 | -17 | -17 | -8 | -4 | -0.9 |
| Cc1ccc(Cn2ccc(NC(=O)c3nn(C)cc3[N+](=O)[O-])n2)cc1 | -0.8 | -1 | 21 | -1 | -3 | 6 | 1 | -3 | 2 | 0.7 |

Further compounds.
SMILES	CAL PDZ FP-1	Rtt109 Vps75	SR-BI uptake up	DAGLB inh	cardiac RTF act	Cardiac RTF inh	PKA-R2B act	Keap1-Nrf2 PPI	CAL PDZ FP-2	C-LANA FP
CCc1cccc(NC(=O)Cn2cc3c(n2)CCCC3)c1	0.1	-7	1	-2	2	-10	-13	-1	/	-2.3
CC1(C)C(c2ccccn2)=[N+]([O-])C(C)(C)N1O	-0.5	-4	4	-2	1	-2	-3	-3	-2	0.7
Cc1cccnc1NC(=O)COc1ccc2c(c1)CCC2	-0.9	-4	33	-4	8	11	-3	-6	0	-1.3
Cc1ccc2cccnc2c1NC(=S)NC(=O)c1ccccc1	-0.7	4	3	4	-4	-6	1	-7	8	-0.3
O=C(NC1CC1)C1=C[C@@H](c2ccc3c(c2)OCO3)C[C@@H](OCCCCO)O1	0.3	-1	6	0	-4	4	-15	3	0	1.7
COc1ccccc1NC(=O)COC(=O)/C=C/c1cccs1	0.0	-8	16	-8	-3	0	-2	1	-4	-2.2
Cc1nc(-c2ccc(S(=O)(=O)N3CCN(Cc4ccccc4)CC3)s2)cs1	-0.5	2	-11	-11	-6	-7	-8	0	/	-0.7

Screens from PubChem.
